FLuc inh counter – Photinus pyralis luciferase inhibition counter-screen; P08659; ATPLite firefly luciferase biochemical luminescence, 10 min; inhibition, % at 10 µM; hit rate 1.5% among 200,000; AID 1006;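 active = inhibition above about 50% when tested at 10 µM, limit read from the data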
APP 5'UTR act – activates APP 5'UTR luciferase reporter | SH-SY5Y APP 5'UTR luciferase reporter, luminescence; zero percent = DMSO vehicle wells | activation, % at 2 µM | hit rate 1% among 190,000 | AID 1276;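 active = activation above a set limit, based on mean plus 3 SD of controls, cut at about 140% in these data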; also: values of inactives mirror those of a sister screen read the other way
APP 5UTR inh – APP translation inhibition. SH-SY5Y APP 5'UTR-luciferase reporter, luminescence. inhibition, % at 2 µM. hit rate 0.82% among 190,000. AID 1285;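 active = inhibition above a set limit, derived from the sample mean plus 3 SD, cut at about 45% in these data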; also: values of inactives mirror those of a sister screen read the other way
NF-kB expr up – NF-kB expression increase, human neuronal cells. fold change at 12.5 µM. hit rate 1.6% among 190,000. NF-kB reporter expression; stronger effect = higher value. AID 1239; in the data active = fold change above about 3.3
FLuc stim CS – firefly luciferase counter-screen for stimulation assays; ATPlite luciferase biochemical, luminescence, 10 min; 0 = ATP-free wells, 1 = DMSO control; activation factor at 10 µM; P08659; 200,000 tested, under 10 active;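 active = luciferase activation factor, scaled between plate controls, of at least 2 with compound at 10 µM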
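Assay system: Luciferase/luciferin detection reagent, cell-free biochemical luciferase assay / Also added: ATP substrate / Schedule: 10 min at ambient temperature / Measured by: luminescence measurement of luciferase light output / Benchmarks: low control with PBS replacing ATP, high control enzyme plus ATP without compound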
Diaph act CS – counter-screen for diaphorase-based assays: diaphorase activators and chemical reducers | AID 1229 | Diaphorase/resazurin coupled assay, resorufin fluorescence, 16 min; stronger effect = higher value; 1 = vehicle wells, 0 = NADH-free wells | hit rate 0.005% among 190,000 | activation factor at 20 µM;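 active = diaphorase activity raised at least twofold by the compound at 20 µM; inactive = activation factor below 2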
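Material: purified diaphorase enzyme from Clostridium kluyveri; Also added: 0.114 mM NADH and 0.1 mM resazurin, final amounts; Doses: single compound dose of 20 µM, 1% DMSO final; Times: 16 min enzyme reaction, ambient temperature; Detection: resorufin fluorescence, excitation 544 nm, emission 590 nm; Measure: increased resorufin signal from activators or reducing compounds.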
Diaph inh CS – inhibits diaphorase or chemically oxidizes, flagging diaphorase assay artifacts; diaphorase resazurin-to-resorufin fluorescence, NADH, 16 min; bacterial (C. kluyveri) enzyme, not human; inhibition, % at 20 µM; hit rate 0.69% among 190,000; AID 1217;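 active = primary screen inhibition at 20 µM above a set limit, cut at about 50% in these data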;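 also: plate controls were DMSO with full reaction for no effect and wells lacking NADH for full effect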
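Assay system – diaphorase enzyme from Clostridium kluyveri · Amount – diaphorase 0.14 U/mL (working solution) · Times – reaction incubation of 16 min at room temperature · Controls – No-NADH positive control and DMSO neutral control · Signal – resorufin fluorescence 544/590 nm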
STAT1 activator – increases IFN-gamma driven STAT1 reporter signal | NIH 3T3 STAT1-luciferase reporter, luminescence; 100% = IFN-gamma alone, no compound | activation (% of control), % at 5.5 µM | hit rate 2.6% among 200,000 | AID 932;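 active = activation above the screen-wide mean activation plus 3 SD, cut at about 130% in these data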;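 also: raw ratio to IFN-gamma control signal so 100% means no change and 0% no light; values of inactives mirror those of a sister screen read the other way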
TLR4-MyD88 BLA – inhibitors of human TLR4-MyD88 binding; hit rate 0.18% among 200,000; HeLa CL3-4 TLR4/MyD88 BLA complementation, FRET ratio; O00206+Q99836; inhibition, % at 8.4 µM; AID 861; in the data active = inhibition above about 25%;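 also: 0% = vehicle and 100% = reference inhibitor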
Target sequence (O00206 whole entry, looked up): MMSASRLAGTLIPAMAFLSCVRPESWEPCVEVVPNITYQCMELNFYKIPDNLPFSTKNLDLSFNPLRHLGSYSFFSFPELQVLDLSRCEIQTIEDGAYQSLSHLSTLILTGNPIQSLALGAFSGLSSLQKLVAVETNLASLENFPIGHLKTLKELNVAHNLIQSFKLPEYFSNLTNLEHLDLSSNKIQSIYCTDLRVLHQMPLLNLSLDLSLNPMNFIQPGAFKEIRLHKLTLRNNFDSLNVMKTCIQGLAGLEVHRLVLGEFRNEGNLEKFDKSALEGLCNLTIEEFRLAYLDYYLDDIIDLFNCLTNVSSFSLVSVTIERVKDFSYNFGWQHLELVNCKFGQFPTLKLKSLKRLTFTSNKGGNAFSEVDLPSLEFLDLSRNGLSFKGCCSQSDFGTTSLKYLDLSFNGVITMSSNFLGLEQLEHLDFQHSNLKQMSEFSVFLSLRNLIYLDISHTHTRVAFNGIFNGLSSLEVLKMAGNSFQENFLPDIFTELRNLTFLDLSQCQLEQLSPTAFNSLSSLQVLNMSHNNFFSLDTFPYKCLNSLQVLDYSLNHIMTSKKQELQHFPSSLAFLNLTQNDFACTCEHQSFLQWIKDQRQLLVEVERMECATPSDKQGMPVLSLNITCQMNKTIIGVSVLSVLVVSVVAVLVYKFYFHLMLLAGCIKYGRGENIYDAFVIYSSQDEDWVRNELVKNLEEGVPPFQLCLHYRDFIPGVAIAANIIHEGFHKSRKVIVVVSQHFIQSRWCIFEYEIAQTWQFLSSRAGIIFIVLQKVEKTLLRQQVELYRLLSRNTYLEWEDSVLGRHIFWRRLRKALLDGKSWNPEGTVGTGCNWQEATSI
Target sequence (Q99836 whole entry, looked up): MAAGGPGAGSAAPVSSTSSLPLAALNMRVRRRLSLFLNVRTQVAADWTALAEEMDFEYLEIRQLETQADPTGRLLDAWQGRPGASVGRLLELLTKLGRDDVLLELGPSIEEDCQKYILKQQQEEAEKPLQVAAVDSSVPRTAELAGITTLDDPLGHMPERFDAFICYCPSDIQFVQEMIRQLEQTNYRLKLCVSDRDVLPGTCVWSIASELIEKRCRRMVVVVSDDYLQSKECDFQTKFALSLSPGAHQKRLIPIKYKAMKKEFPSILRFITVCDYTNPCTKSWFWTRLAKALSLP
G6PDH counter – L. mesenteroides G6PDH inhibition counter-screen; hit rate 0.12% among 200,000; Purified L. mesenteroides G6PDH, diaphorase/resazurin coupled fluorescence, 45 min; inhibition, % at 5 µM; AID 1020; in the data active = inhibition above about 50%
* hit, by the source's call; . = not tested or not shown.

Abbreviations: A = FLuc inh counter; B = APP 5'UTR act; C = APP 5UTR inh; D = NF-kB expr up; E = FLuc stim CS; F = Diaph act CS; G = Diaph inh CS; H = STAT1 activator; I = TLR4-MyD88 BLA; J = G6PDH counter
CC1SC(=NC(=O)c2ccncc2)NC1=O (centres undefined)
  A = -2	B = -28	C = 28	D = 1.1	E = 1	F = 0.9	G = 6	H = 96	I = 3	J = 2
CSc1ccc(/C=N/NC(=O)CNc2ccc3ccccc3c2)cc1
  A = -8	B = 19	C = -19	D = 0.7	E = 1.1	F = 0.8	G = 25	H = 100	I = -16	J = -4
Cc1ccc(SCc2cc(=O)[nH]c(SCC(=O)Nc3cc(Cl)ccc3Cl)n2)cc1
  A = -7	B = 11	C = -11	D = 0.88	E = 1.1	F = 1.2	G = -18	H = 98	I = -7	J = 4
CCOc1cccc2cc(C(=O)N3CCc4ccccc43)c(=O)oc12
  A = -6	B = 19	C = -19	D = 1.2	E = 1.1	F = 0.9	G = 14	H = 99	I = -9	J = 9
COc1ccccc1N1CCN(C(=O)CN(CCc2ccccc2)S(C)(=O)=O)CC1
  A = -3	B = -5	C = 5	D = 0.88	E = 1	F = 0.9	G = 9	H = 96	I = 2	J = 11
CCCCNC(=O)CSc1cc(=O)n(C)c2ccccc12
  A = 3	B = 2	C = -2	D = 1.2	E = 1	F = 0.9	G = 13	H = 102	I = 6	J = -19
CCOc1cc(/C=N/n2cnnc2)ccc1OCC(=O)Nc1ccccc1OC
  A = -6	B = -16	C = 16	D = 0.99	E = 1.1	F = 0.9	G = 5	H = 101	I = -3	J = 4
O=C(COC(=O)CCC1CCCC1)Nc1nc2c(F)c(F)c(F)cc2s1
  A = -2	B = 22	C = -22	D = 0.92	E = 1	F = 0.9	G = 6	H = 93	I = 12	J = -6
Cc1cc(C)c2cc(C(c3nnnn3CC3CCCO3)N3CCN4CCCC4C3)c(=O)[nH]c2c1 (centres undefined)
  A = -6	B = -4	C = 4	D = 1.3	E = 1.1	F = 0.7	G = 25	H = 107	I = -5	J = 4
CCCN1C(=O)c2ccc(C(=O)Nc3nccs3)cc2C1=O
  A = 17	B = 13	C = -13	D = 0.96	E = 0.8	F = 0.8	G = 17	H = 117	I = -8	J = 1
Cc1ccc2nc(NC(=O)c3ccc(OCC4CCCO4)cc3)sc2c1 (centres undefined)
  A = 20	B = 37	C = -37	D = 1.3	E = 0.8	F = 0.9	G = 6	H = 158*	I = -3	J = -5
CCOC(=O)c1cc(C)n(Cc2ccc(OCC)c(OC)c2)c1C
  A = 0	B = -26	C = 26	D = 0.77	E = 1	F = 0.9	G = 15	H = 88	I = -6	J = 13
O=C(Nc1ccc(CN2CCOCC2)cc1)c1cc2ccccn2n1
  A = 78*	B = 86	C = -86	D = 0.88	E = 0.2	F = 0.8	G = 23	H = 84	I = -10	J = 18
Cc1ccc(NC(=O)C2OCCc3ccccc32)cc1C (centres undefined)
  A = 9	B = 39	C = -39	D = 1.8	E = 0.9	F = 0.9	G = 8	H = 124	I = 4	J = 3
CCOC(=O)C(Cc1ccc(NC(=O)/C(=C\c2ccccc2)NC(=O)c2ccccc2)cc1)N1C(=O)c2ccccc2C1=O (centres undefined)
  A = -2	B = 14	C = -14	D = 0.88	E = 1	F = 1	G = -3	H = 106	I = -8	J = 7
Cc1cc(C)c(C#N)c(SCc2ccccc2)n1
  A = -8	B = 7	C = -7	D = 1.1	E = 1.1	F = 0.8	G = 19	H = 100	I = 12	J = 0
CCSc1ccccc1C(=O)NCc1ccco1
  A = -3	B = 5	C = -5	D = 0.99	E = 1	F = 0.7	G = 28	H = 97	I = -2	J = -2
CCCC(=O)Nc1ccc2c(c1)nc(CN1CCCCC1)n2C
  A = -11	B = 0	C = 0	D = 1.2	E = 1.1	F = 0.9	G = 9	H = 100	I = 11	J = 7
CN(C(=O)COC(=O)CNC(=O)CNC(=O)c1ccc(Cl)cc1Cl)c1ccccc1
  A = -7	B = -4	C = 4	D = .	E = 1.1	F = 0.9	G = 14	H = 91	I = 17	J = 3
COC(=O)Nc1cccn(Cc2c(Cl)cccc2Cl)c1=O
  A = 4	B = 25	C = -25	D = 1.2	E = 1	F = 0.5	G = 51*	H = 94	I = 1	J = 12
O=C(N/N=C/c1ccc([N+](=O)[O-])cc1)c1[nH]ncc1Br
  A = 60*	B = 94	C = -94	D = 1.6	E = 0.4	F = 1	G = 0	H = 131*	I = -12	J = -1
OC1(c2ccc3c(c2)OCO3)CCN(Cc2ccccn2)CC1
  A = -3	B = 0	C = 0	D = 1.1	E = 1	F = 1	G = -3	H = 102	I = 0	J = 5
CC1CN=C(c2cccn2Cc2ccc(F)cc2Cl)O1 (centres undefined)
  A = 0	B = -6	C = 6	D = 1.4	E = 1	F = 0.9	G = 8	H = 98	I = 8	J = 8
CCOC(=O)c1sc(=S)n(-c2ccc(C)cc2)c1SC
  A = 0	B = -1	C = 1	D = 1.1	E = 1	F = 1.1	G = -8	H = 98	I = 0	J = 8
O=C(NCC1CCCO1)c1ccccc1S(=O)(=O)c1ccc([N+](=O)[O-])cc1 (centres undefined)
  A = -10	B = 5	C = -5	D = 1.4	E = 1.1	F = 0.9	G = 10	H = 102	I = -1	J = 4

Reprinted at random: 3 records from the list
Abbreviations: A = FLuc inh counter; B = APP 5'UTR act; C = APP 5UTR inh; D = NF-kB expr up; E = FLuc stim CS; F = Diaph act CS; G = Diaph inh CS; H = STAT1 activator; I = TLR4-MyD88 BLA; J = G6PDH counter
Cc1ccc(SCc2cc(=O)[nH]c(SCC(=O)Nc3cc(Cl)ccc3Cl)n2)cc1
  A = -7	B = 11	C = -11	D = 0.88	E = 1.1	F = 1.2	G = -18	H = 98	I = -7	J = 4
CC1CN=C(c2cccn2Cc2ccc(F)cc2Cl)O1 (centres undefined)
  A = 0	B = -6	C = 6	D = 1.4	E = 1	F = 0.9	G = 8	H = 98	I = 8	J = 8
CC1SC(=NC(=O)c2ccncc2)NC1=O (centres undefined)
  A = -2	B = -28	C = 28	D = 1.1	E = 1	F = 0.9	G = 6	H = 96	I = 3	J = 2

The list continues:
Abbreviations: A = FLuc inh counter; B = APP 5'UTR act; C = APP 5UTR inh; D = NF-kB expr up; E = FLuc stim CS; F = Diaph act CS; G = Diaph inh CS; H = STAT1 activator; I = TLR4-MyD88 BLA; J = G6PDH counter
CCCOc1ccc(C(=O)NCCc2ccccc2)cc1
  A = 71*	B = 156*	C = -156	D = 6.5*	E = 0.3	F = 1	G = -1	H = 76	I = -20	J = 2
COc1cc([N+](=O)[O-])ccc1NC(=O)C[n+]1cccc(C)c1
  A = -2	B = .	C = .	D = 1.1	E = 1	F = 0.8	G = 16	H = 103	I = -8	J = 5
CC(CSc1nnnn1-c1ccccc1)Cn1c(N2CCCC2)nc2c1c(=O)[nH]c(=O)n2C (centres undefined)
  A = -6	B = 1	C = -1	D = 1.4	E = 1.1	F = 0.9	G = 8	H = 88	I = 4	J = -7
Cc1cc2cc(C)c(NCCNC(=O)c3ccccc3F)nc2cc1C
  A = -5	B = 4	C = -4	D = .	E = 1.1	F = 1	G = 4	H = 102	I = 19	J = 9
CN(C)c1ccc(C(=O)OCC(=O)N2CCOCC2)cc1
  A = -3	B = 2	C = -2	D = 1.1	E = 1	F = 1	G = -2	H = 107	I = 2	J = 4
CC1CCc2c(C(=O)NCc3cccnc3)csc2C1 (centres undefined)
  A = -6	B = 5	C = -5	D = 0.89	E = 1.1	F = 0.9	G = 13	H = 98	I = -15	J = 4
Cc1ccc2c(c1)C(O)(CC(=O)/C=C/C=C/c1ccccc1)C(=O)N2 (centres undefined)
  A = 0	B = 31	C = -31	D = 1.3	E = 1	F = 0.9	G = 6	H = 87	I = 0	J = 15
CC(Sc1nnc(Cc2cccs2)n1C1CCCCC1)C(=O)N1CCc2ccccc21 (centres undefined)
  A = -8	B = 0	C = 0	D = 0.83	E = 1.1	F = 1	G = 0	H = 94	I = 6	J = 5
CCOCCCNC(=S)Nc1cc(C)cc(C)c1
  A = 2	B = -4	C = 4	D = 1	E = 1	F = 0.9	G = 13	H = 100	I = 6	J = 18
CC(C)CCN(C(=S)Nc1cccc(F)c1)C1CCN(C(C)C)CC1
  A = -6	B = 14	C = -14	D = 0.88	E = 1.1	F = 1	G = 5	H = 101	I = 7	J = 3
CN(C(=O)COC(=O)CCc1c[nH]c2ccccc12)C(c1ccccc1)c1ccccc1
  A = 1	B = 21	C = -21	D = 1.1	E = 1	F = 0.9	G = 13	H = 105	I = -17	J = -3
C/C(=N/NC(=O)Cc1cccs1)c1ccco1
  A = 2	B = -4	C = 4	D = 1.2	E = 1	F = 0.9	G = 13	H = 107	I = 6	J = 6
Cn1c(=O)c2c(ncn2CC(=O)Nc2ccccc2)n(C)c1=O
  A = -6	B = -7	C = 7	D = 1.6	E = 1.1	F = 1	G = 5	H = 100	I = 6	J = -2
COc1ccc(C(=O)NC(=S)Nc2ccc(N3CCOCC3)c(Cl)c2)cc1[N+](=O)[O-]
  A = 0	B = 1	C = -1	D = 0.73	E = 1	F = 0.8	G = 20	H = 98	I = 2	J = 18
COc1cc(C(=O)NCCCNc2nc3c(C)cc(C)cc3cc2C#N)cc(OC)c1OC
  A = -3	B = 0	C = 0	D = 1	E = 1	F = 0.8	G = 15	H = 101	I = 14	J = -1
COc1ccc(C(C)=O)cc1CSc1nnc(C)n1-c1ccccc1
  A = -5	B = 3	C = -4	D = 1.1	E = 1.1	F = 0.9	G = 6	H = 100	I = 9	J = 0

Only Diaph act CS, G6PDH counter and FLuc inh counter, for 5 of the compounds above:
Molecule | Diaph act CS | G6PDH counter | FLuc inh counter
Cc1ccc2c(c1)C(O)(CC(=O)/C=C/C=C/c1ccccc1)C(=O)N2 (centres undefined) | 0.9 | 15 | 0
CC(Sc1nnc(Cc2cccs2)n1C1CCCCC1)C(=O)N1CCc2ccccc21 (centres undefined) | 1 | 5 | -8
CCOCCCNC(=S)Nc1cc(C)cc(C)c1 | 0.9 | 18 | 2
CC(C)CCN(C(=S)Nc1cccc(F)c1)C1CCN(C(C)C)CC1 | 1 | 3 | -6
CN(C(=O)COC(=O)CCc1c[nH]c2ccccc12)C(c1ccccc1)c1ccccc1 | 0.9 | -3 | 1

Screening data from PubChem.
